# LYP act – LYP (human) phosphatase activation; recombinant LYP, DiFMUP fluorescence; 0 = plate median, 100 = signal doubled; activation, % at 2 µM; 96,000 tested, 0.11% active; AID 697;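 active = activation at 2 µM above a set limit, the mean plus 5 SD, cut at about 37% in these data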
# Target sequence (Q9Y2R2 whole entry, looked up): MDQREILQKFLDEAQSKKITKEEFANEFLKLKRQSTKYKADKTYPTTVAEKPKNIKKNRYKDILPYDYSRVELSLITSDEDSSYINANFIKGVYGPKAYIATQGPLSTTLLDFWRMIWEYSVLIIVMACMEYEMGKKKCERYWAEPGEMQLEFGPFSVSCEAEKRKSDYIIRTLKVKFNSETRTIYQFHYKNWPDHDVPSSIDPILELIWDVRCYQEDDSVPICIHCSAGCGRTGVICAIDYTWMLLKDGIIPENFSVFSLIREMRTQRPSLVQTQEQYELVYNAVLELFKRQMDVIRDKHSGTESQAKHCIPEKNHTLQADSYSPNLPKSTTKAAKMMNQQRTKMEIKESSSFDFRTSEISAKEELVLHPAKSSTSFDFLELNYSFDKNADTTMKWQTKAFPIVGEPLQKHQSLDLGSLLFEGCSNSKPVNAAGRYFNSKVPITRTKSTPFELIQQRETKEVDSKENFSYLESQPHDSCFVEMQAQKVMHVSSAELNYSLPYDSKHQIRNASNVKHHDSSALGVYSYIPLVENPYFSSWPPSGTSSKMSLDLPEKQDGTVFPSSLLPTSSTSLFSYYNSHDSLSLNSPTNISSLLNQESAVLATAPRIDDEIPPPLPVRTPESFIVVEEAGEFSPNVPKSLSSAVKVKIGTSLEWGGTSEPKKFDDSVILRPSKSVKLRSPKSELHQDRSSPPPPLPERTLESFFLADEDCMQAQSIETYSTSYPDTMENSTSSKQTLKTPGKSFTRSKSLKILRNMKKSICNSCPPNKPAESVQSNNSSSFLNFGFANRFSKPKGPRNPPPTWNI
# PostGolgi ctrl – yeast control strain growth, post-Golgi counter-screen | AID 738 | 98,000 tested, 5% active | inhibition, % at 10 µM | efflux-deficient yeast background strain, growth absorbance A615, 16 h
# CYP2C9 inhib – blocks human cytochrome P450 2C9 | P11712 | 96,000 tested, 20% active | CYP2C9 Supersomes, luciferin-H conversion, luminescence | inhibition, % at 5 µM;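 active = blocking of liver enzyme CYP2C9 beyond about 50% at 5 µM, limit read from the data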; also: values of inactives mirror those of a sister screen read the other way
# DAT uptake mod – modulates human dopamine transporter uptake under cocaine; Q01959; LLC-PK1 hDAT cells, [14C]-dopamine uptake with cocaine IC80; actives deviate in either direction; B-score at 10 µM; 110,000 tested, 1.3% active; AID 449768;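 active = Z score or B-score, a plate-position-corrected score, falls beyond the plate's 99.7% confidence bounds, in either direction; inactive = both scores lie inside the 99.7% bounds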;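 also: scored against the spread of the other compound wells on the same plate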
# LYP inh 2 – blocks human PTPN22 phosphatase activity. Q9Y2R2. recombinant LYP catalytic domain, DiFMUP fluorescence. inhibition, % at 2 µM. 96,000 tested, 0.21% active. AID 640;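 active = inhibition at 2 µM at or above a set limit, the screen mean plus 3 SD, cut at about 24% in these data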;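 also: 0% = DMSO with enzyme and 100% = enzyme fully blocked by orthovanadate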
# CYP2C9 activ – activators of human CYP2C9. P11712. recombinant CYP2C9, luciferin-H conversion, luminescence; stronger effect = higher value; factor 1 = untreated enzyme, 0 = blocked. activation factor at 5 µM. 96,000 tested, 1.4% active;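 active = activation factor of 2 or more for CYP2C9 at a 5 µM dose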;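 also: 0 = sulfaphenazole-blocked wells and 1 = vehicle-only wells; values of inactives mirror those of a sister screen read the other way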
# E coli WT exp – blocks growth of wild type E. coli BW25113; OD600 absorbance; growth inhibition, % at 100 µM; 98,000 tested, 0.15% active; AID 710;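 active = growth inhibition above about 50% at one test dose, limit read from the data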;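 also: growth measured after 20 h incubation at 37 °C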
# PostGolgi yeast – growth inhibition of a yeast mutant, post-Golgi transport screen; post-Golgi transport phenotypic cell assay; inhibition, % at 10 µM; 98,000 tested, 0.9% active;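 also: yeast cells grown in 1536-well plates; yeast grown about 18 h at 30C before absorbance read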
# PTK2B oligo ant – Pyk2 (human) oligomerization antagonism. Q293 cells, Pyk2 FERM NanoBiT luminescence; stronger effect = lower value. z-score (the deposit names both 25 µM and 10 µM). 99,000 tested, 0.83% active;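 active = Z-score of -3 or lower, scaled per plate to the spread of control and sample wells; inactive = z-score above -3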;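 also: negative z-score means lost luminescence so less FERM oligomerization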
# Starred values were filed as active, the others as inactive; nt = no result given. Rule as the data show it, unless noted: active = inhibition above about 30%; inactive = the rest. No enrichment for hits. Share with any hit: about 24%.
SMILES,LYP act,PostGolgi ctrl,CYP2C9 inhib,DAT uptake mod,LYP inh 2,CYP2C9 activ,E coli WT exp,PostGolgi yeast,PTK2B oligo ant
CCOC(=O)C1=C(CSc2nc3ccccc3s2)NC(=O)NC1c1cccc([N+](=O)[O-])c1 (centres undefined),-10,10,22,0.25,12,0.8,-1,16,-1.4
N#CCCCn1c(-c2ccccc2)noc1=O,4,7,-18,-0.98,-5,1.2,-3,24,1.9
CCc1ccc2[nH]cc(C(=O)OCCOC)c(=O)c2c1,nt,3,18,-1.2,nt,0.8,15,3,0.48
Cc1ccc(Sc2nnc(-c3ccccc3)cc2C#N)cc1,-3,4,30,0.012,4,0.7,-22,-3,0.31
CCOC(=O)C1=C(C)NC2=C(C(=O)CCC2)C1c1cccs1 (centres undefined),-6,-14,64*,-0.82,4,0.4,-8,8,-1.9
CC(C)CNC(=O)c1ccccc1NC(=O)c1ccccc1N(C)S(C)(=O)=O,0,nt,nt,1.5,0,nt,nt,nt,-0.91
Cc1ccc(S(=O)(=O)NCC(c2cccnc2)N(C)C)cc1 (centres undefined),-6,-6,7,-0.069,7,0.9,4,-3,-0.15
CCc1nnc(NC(=O)CCN2C(=O)CCC2=O)s1,1,6,-13,0.029,0,1.1,3,-7,0.06
CCC(=O)Nc1cccc(NC(=O)CSc2nnnn2Cc2ccccc2)c1,3,10,53*,0.9,-3,0.5,-4,-15,-0.6
COc1ccc(Nc2oc(-c3ccc(Cl)cc3)nc2C#N)cc1,0,3,13,1.1,3,0.9,0,-10,0.36

# Sorted by number of heavy atoms (high to low): some entries from above.
SMILES,LYP act,PostGolgi ctrl,CYP2C9 inhib,DAT uptake mod,LYP inh 2,CYP2C9 activ,E coli WT exp,PostGolgi yeast,PTK2B oligo ant
COc1ccc(Nc2oc(-c3ccc(Cl)cc3)nc2C#N)cc1,0,3,13,1.1,3,0.9,0,-10,0.36
Cc1ccc(S(=O)(=O)NCC(c2cccnc2)N(C)C)cc1 (centres undefined),-6,-6,7,-0.069,7,0.9,4,-3,-0.15
CCc1ccc2[nH]cc(C(=O)OCCOC)c(=O)c2c1,nt,3,18,-1.2,nt,0.8,15,3,0.48
CCc1nnc(NC(=O)CCN2C(=O)CCC2=O)s1,1,6,-13,0.029,0,1.1,3,-7,0.06

# Later entries
SMILES,LYP act,PostGolgi ctrl,CYP2C9 inhib,DAT uptake mod,LYP inh 2,CYP2C9 activ,E coli WT exp,PostGolgi yeast,PTK2B oligo ant
Cc1ccc(S(=O)(=O)CCc2nc3ccccc3s2)cc1,-4,nt,nt,-0.65,2,nt,nt,nt,0.65
CCOC(=O)C1C(=O)NC(C)C1c1ccccc1 (centres undefined),-2,5,-8,0.38,1,1.1,0,20,0.07
COc1cc(OC)cc(-c2nnc(SCC(=O)N(Cc3ccccc3)C(C)(C)C)o2)c1,3,11,-10,0.73,-7,1.1,-22,24,-1.3
CS(=O)(=O)N(CC(=O)NCc1ccc2c(c1)OCO2)Cc1ccc(Cl)cc1,10,2,81*,-0.36,-11,0.2,2,3,-0.67
CCc1ccc2oc(-c3cc(N)ccc3O)nc2c1,8,53*,32,-0.63,-5,0.7,-5,22,-0.5
COc1ccccc1CNC(=O)C(NS(=O)(=O)c1ccc2c(c1)oc(=O)n2C)C(C)C (centres undefined),-5,0,6,-0.9,4,0.9,-2,-1,nt
CCc1nc2sc(C)c(C)c2c(=O)n1CCO,-6,-4,-14,-2.2,12,1.1,-1,-1,1.2
CCC(C)NC(=O)C(NS(=O)(=O)c1ccc2c(c1)c(=O)n(C)c(=O)n2C)c1ccccc1 (centres undefined),6,10,12,0.19,-6,0.9,2,0,nt
CC1=CC(C)(C)N2C(=O)C3(C(C#N)=C(N)OC4=C3C(=O)CCC4)c3c(C)c(C)cc1c32 (centres undefined),-2,-4,13,-0.4,0,0.9,-4,-2,-0.97
CCOCCCNC(=O)Cc1cc(=O)[nH]c(=O)[nH]1,nt,29,-6,-0.92,nt,1.1,7,-9,nt
CCC(C)(C(=O)NC1CCCC1)N(C(=O)c1cnccn1)c1c(C)n(C)n(-c2ccccc2)c1=O (centres undefined),-4,1,-12,-0.41,2,1.1,2,25,0.43
COC(=O)c1c(NC(=O)Cc2cccs2)sc(C)c1C,nt,8,36,-0.93,nt,0.6,27,16,-0.91
Cc1cc(NC(=O)c2ccc(S(=O)(=O)N(C)C)cc2)no1,8,3,-1,0.86,-11,1,2,-5,0.85
Cc1ccc(-c2noc(CN(C(=O)CCCN3C(=O)c4ccccc4C3=O)C(C)C)n2)cc1,-2,nt,nt,-0.23,4,nt,nt,nt,-0.09
COc1ccc(S(=O)(=O)N(c2onc(C)c2Cl)S(=O)(=O)c2ccc(OC)cc2)cc1,nt,-2,41,-0.91,nt,0.6,11,-7,1.1
Cc1ccc(S(=O)(=O)NCCNC(=O)C2CCCNC2=O)cc1 (centres undefined),-12,14,9,-0.1,14,0.9,-5,17,-0.09
CCOC(=O)C1/C(=N\O)CC(C)(O)C(C(=O)OCC)C1c1ccc(OC)c(OC)c1 (centres undefined),nt,10,3,-0.15,nt,1,5,7,-0.55
CC(C)COC(=O)C(N)C(C(=O)OCC(C)C)c1ccccc1 (centres undefined),-6,14,30,0.51,9,0.7,-7,7,0.15
COC(=O)CSc1nnc(CNc2ccc(F)cc2)o1,8,20,-25,-0.42,-8,1.2,6,-10,0.75
Nc1cc(=O)[nH]c(SCC(=O)Nc2ccc(F)c(Cl)c2)n1,6,4,33,-1,-4,0.7,9,-3,0.01
CCOc1cc(N2CCOCC2)c(OCC)cc1NC(=O)Cn1[nH]c(=O)c2ccccc2c1=O,-5,-3,nt,-0.39,4,nt,-4,1,-0.4
COc1ccccc1NC(=O)c1nn(-c2ccc(F)c(F)c2)ccc1=O,-2,0,-30,0.19,1,1.3,1,1,-0.11
Cc1ccc(C)n1-c1sccc1C(=O)O,-7,9,2,-0.026,9,1,-1,4,1.4
COC(=O)Oc1cncc(C(=O)O)c1,-2,2,-1,-0.42,5,1,4,14,0.14
CC(C)CCN1CC(C(=O)NC(C)C)CC1=O (centres undefined),nt,2,-27,2.1,nt,1.3,-2,-8,0.82
Cc1ccc(NC(=S)NCCc2c[nH]c3ccccc23)cc1,-8,1,19,0.46,11,0.8,12,2,0.98
Cc1cc(N2CCOCC2)nc2ccc(NC(=O)C3CCC(C)CC3)cc12 (centres undefined),nt,-1,17,-0.089,nt,0.8,-3,-3,-0.3
Cc1cc(NC(=O)c2ccc3c(c2)OCCO3)no1,nt,2,11,-0.36,nt,0.9,6,0,0.29
COc1cc(S(=O)(=O)n2nc(C)cc2C)c(OC)cc1Cl,-7,3,29,-0.72,9,0.7,-5,-2,0.31
O=C1C2CCCCN2C(=O)N1CCN1CCN(c2ccc([N+](=O)[O-])cc2)CC1 (centres undefined),-5,-10,1,0.47,8,1,-9,-3,-1.3
O=C(c1cc2ccccc2oc1=O)N(Cc1ccccc1)Cc1ccc2c(c1)OCO2,5,nt,nt,0.41,-6,nt,nt,nt,-3.1*
CCOC(=O)c1ccc(NC(=O)C2CCN(C(=O)c3ccc(OC)c(OC)c3)CC2)cc1,4,nt,nt,1.6,-3,nt,nt,nt,0.19
Cc1cc(C)nc(N(C#N)CC(=O)c2ccccc2)n1,-1,-1,-115,1.4,2,2.2*,5,5,0.18
CCOC(=O)[C@@H]1CCNC[C@@H]1c1ccccc1,1,8,2,-0.041,-4,1,7,2,0.24
CCOC(=O)CSc1ccc2nnc(-c3cccs3)n2n1,-6,0,nt,0.27,3,nt,6,3,nt
COC(=O)CN1CCN(C(=O)c2ccc(F)cc2)c2ccccc2C1,-2,7,1,0.081,0,1,2,0,0.57
CCOC(=O)CNC(=O)CN1CCCN(S(=O)(=O)c2ccc(Br)s2)CC1,2,9,-20,0.0026,-1,1.2,5,-1,-0.11
Cc1noc(C)c1CSc1ccccc1C(=O)Nc1nccs1,1,5,32,-0.11,-2,0.7,-1,12,-0.04
O=[N+]([O-])c1ccc(N2CCN(CCO)CC2)cc1Sc1nc2ccccc2[nH]1,2,5,56*,nt,4,0.4,1,1,nt
Nc1nc(SCCOc2ccccc2)n[nH]1,7,-4,-9,1.1,-10,1.1,12,2,-0.2
C/C(=N/NC(=O)c1ccc2c(c1)OCO2)c1cccc(NC(=O)C(C)(C)C)c1,-3,1,38,-0.2,0,0.6,-6,-1,1.3
Nc1nc(-c2cccnc2)nn1S(=O)(=O)c1ccccc1,0,nt,nt,1.8,4,nt,nt,nt,0.52
COc1cccc(C2/C(=C(/O)c3cnn(-c4ccccc4)c3C)C(=O)C(=O)N2CCN(C)C)c1 (centres undefined),nt,-2,nt,nt,nt,nt,4,-2,-0.6
Cc1cc(N2CCN(C)CC2)nc(N2CCOCC2)n1,-2,14,0,-0.043,0,1,5,3,-0.93
COC(=O)C(C)Sc1nnc2n(-c3cccc(C)c3)c(=O)c3c4c(sc3n12)CCCC4 (centres undefined),nt,5,-13,-0.43,nt,1.1,-2,0,nt
CC(NS(=O)(=O)c1ccc(CCC(=O)NCc2cccnc2)cc1)c1ccccc1 (centres undefined),7,1,71*,-0.27,-5,0.3,-9,-7,0.7
Cc1cc(-c2ccccc2)n(-c2ccc(C(=O)NC(C)C)cc2)n1,-10,13,43,-0.038,12,0.6,-2,-7,0.52
CCCCn1cc(C(C)(C)C)c(C#N)c1NC(C)=O,9,-3,48,-0.0076,-12,0.5,10,-2,nt
Cc1c(C(=O)N2CCC(C(N)=O)CC2)sc(N)c1C#N,8,-2,0,-0.86,-12,1,5,1,0.98
C=C(C)C1CCC(C)=C1CC(C)(C)/C=N\n1cnnc1 (centres undefined),nt,-1,63*,0.7,nt,0.4,4,7,0.16

# Going on with the list:
SMILES,LYP act,PostGolgi ctrl,CYP2C9 inhib,DAT uptake mod,LYP inh 2,CYP2C9 activ,E coli WT exp,PostGolgi yeast,PTK2B oligo ant
N#Cc1cn(CC(=O)N2CCCc3ccccc32)c2ccccc12,-3,nt,nt,-0.42,4,nt,nt,nt,-0.33
COc1ccc(-c2cc(=O)c3ccccc3s2)cc1,-6,21,64*,-0.041,4,0.4,-11,7,-1.8
COc1ccc(NC2=C(C(C)=O)C(c3ccc4c(c3)OCO4)C(C(C)=O)C(C)(O)C2)cc1 (centres undefined),0,0,78*,1.2,-4,0.2,1,13,-1.2
Cc1onc(-c2c(Cl)cccc2Cl)c1C(=O)Nn1cnnc1,5,-3,13,0.35,-7,0.9,1,-2,-0.17
NC(=O)NOCc1ncc(C(F)(F)F)cc1Cl,16,12,-1,-0.8,-15,1,7,10,0.72
COCCNC(=O)COc1ccc(Br)cc1Cl,6,-3,3,0.48,-5,1,0,-3,0.46
c1cc2c(cc1CN1CCOCC1)OCO2,-1,15,6,-1.2,1,0.9,9,-7,0.22
Cc1ccc(S(=O)(=O)CCC(=O)Nc2nccs2)cc1,-9,1,0,-0.23,10,1,6,0,1.2
O=C(COC(=O)c1ccco1)Nc1ccccc1,0,-1,18,0.026,-4,0.8,-2,-3,-0.46
O=C(CN1CCN(Cc2ccccc2)CC1)Nc1cccc(C(F)(F)F)c1,11,3,51*,-0.56,-12,0.5,16,3,0.74
Nc1ccc2nc(-c3ccccn3)[nH]c2c1,-10,nt,nt,-0.028,8,nt,nt,nt,-1.8
COc1ccc2nc(N3C(=O)CC(Cc4ccc(Cl)cc4)C3=O)sc2c1 (centres undefined),17,4,15,0.72,-22,0.8,-4,-5,0.56
Nc1nnc(SCC(=O)Nc2ccccc2N2CCOCC2)s1,-3,-1,16,0.6,4,0.8,7,2,0.51
O=C(NCc1ccccc1)c1ccc(F)c(S(=O)(=O)N2CCOCC2)c1,21,10,24,-0.74,-20,0.8,-9,-8,-0.23
Nc1ccc(N2CCCCC2)cc1N1CCCCC1,-11,11,24,nt,9,0.8,10,0,-0.31
O=C(COc1ccc(Br)cc1)N1CCCCCC1,-5,nt,31,-1,3,0.7,nt,nt,0.31
Cc1ccc(Sc2ncnc3onc(C)c23)cc1,16,13,23,-0.53,-11,0.8,4,3,-0.15
CCSC1=C(C#N)C(c2ccc(C)s2)CC(=O)N1 (centres undefined),2,nt,52*,-0.25,-4,0.5,nt,nt,-0.55

# Screening results from PubChem.
